Screening data from PubChem.
proCasp3 act: activators of human procaspase-3; AID 463141; recombinant procaspase-3 D3A, Ac-DEVD-pNA absorbance 405 nm; activation, % at 8.5 µM; P42574; 330,000 compounds, 0.11% hits;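 active = activation above the mean of all tested compounds plus 3 SD, cut at about 21% in these data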;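 also: 0% = DMSO alone and 100% = DMSO wells spiked with extra 5 µM PC-3 D3A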
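Assay system – Procaspase-3 D3A mutant · Benchmarks – DMSO low control, extra-enzyme high control · Technique – 405 nm absorbance of p-nitroaniline, reads at 0 and 120 min · Doses – 8.5 µM nominal · Measure – % activation between DMSO and enzyme-spiked controls · Also added – Ac-DEVD-pNA chromogenic peptide substrate · Schedule – 1 h compound preincubation, 2 h substrate hydrolysis at 25 °C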
procasp7 counter: counter-screen for procaspase-3 activators: activators of human procaspase-7. P55210. recombinant procaspase-7, Ac-DEVD-pNA absorbance 405 nm; D23A/D198A/D206A triple mutant, cannot self-cleave; scale: DMSO 0, 5 µM enzyme 100. activation, % at 8.5 µM. 330,000 compounds, 0.093% hits. AID 463210;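 active = percent activation above the screen-wide mean plus 3 SD, cut at about 25% in these data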
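Material: Procaspase-7 triple mutant (PC-7 D3A) | Quantity: 2 µM procaspase-7 mutant as dispensed | Reagent: DEVD-pNA substrate | Times: 1 h preincubation, 2 h reaction | Technique: 405 nm absorbance of p-nitroaniline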
ZTA counter: counter-screen for EBNA-1 inhibitors: inhibitors of Epstein-Barr virus ZTA; P03206; ZTA-DNA binding, fluorescence polarization; inhibition, % at 11 µM; 320,000 compounds, 0.15% hits; in the data active = inhibition above about 33%
EBNA-1 inh: blocks EBNA-1 binding to DNA; EBNA-1 DNA binding, fluorescence polarization; inhibition, % at 14.8 µM; 300,000 compounds, 0.34% hits; AID 1950; in the data active = inhibition above about 28%
LAP4-GFP MLPCN: modulators of TOR pathway LAP4-GFP in S. cerevisiae | S. cerevisiae LAP4-GFP multiplex, flow cytometry GFP, 3 h; median GFP as percent of DMSO wells | GFP response vs DMSO, % at 10 µM | 320,000 compounds, 0.34% hits | AID 2023;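 active = GFP response vs DMSO above a set limit, about the screen mean plus 3 SD, cut at about 150% in these data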
RPL19A-GFP yeast: modulators of TOR pathway RPL19A-GFP in S. cerevisiae; S. cerevisiae RPL19A-GFP strain, flow cytometry, 3 h; active compounds read low; percent response vs DMSO, % at 10 µM; 330,000 compounds, 0.3% hits; AID 2025;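 active = percent response vs DMSO below 50%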;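 also: median channel GFP fluorescence of the barcoded RPL19A-GFP strain; ratio of sample median GFP to plate DMSO average so 100% = DMSO; lower means less RPL19A-GFP as with rapamycin TOR inhibition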
AHR act: activates the human aryl hydrocarbon receptor; P35869; AHR-responsive luciferase reporter cells, luminescence; activation, % at 5 µM; 320,000 compounds, 2.5% hits; in the data active = activation above about 47%;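 also: 0% = vehicle wells and 100% = reference agonist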
MEP2 TOR yeast: alters MEP2-GFP fluorescence in TOR pathway yeast screen; S. cerevisiae MEP2-GFP strain, flow cytometry GFP, 3 h; 100% = DMSO control level; GFP response vs DMSO, % at 10 µM; 330,000 compounds, 0.51% hits; AID 2016;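 active = GFP response versus DMSO above a set limit, roughly screen mean plus 3 SD, cut at about 180% in these data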;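 also: median GFP fluorescence of the barcode-gated MEP2-GFP cells per well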
Active calls of the source: *; x = no result given. Hits appear at their usual frequency; any-hit rate near 3.8%.

SMILES,proCasp3 act,procasp7 counter,ZTA counter,EBNA-1 inh,LAP4-GFP MLPCN,RPL19A-GFP yeast,AHR act,MEP2 TOR yeast
COc1cccc(CCN2CCC(CNS(=O)(=O)c3cc(-c4cc(C)no4)ccc3OC)CC2)c1,6,0,3,-2,90,92,0,88
COc1ccccc1NC(=O)CSc1nnnn1-c1ccc(C)cc1,9,8,-4,-2,111,99,3,109
COc1ccccc1/C=C1\SC(=S)N(CCC(=O)Nc2nnc(C)s2)C1=O,-1,-6,-1,-4,95,96,-1,85
CCOC(=O)C1=C(CS(=O)(=O)c2ccc(F)cc2)NC(=O)NC1c1ccc(O)c(O)c1 (stereo unspecified),2,-3,-2,1,94,96,2,97
CN(C)S(=O)(=O)c1ccc(F)c(C(=O)Nc2ccccc2C(=O)NC2CC2)c1,14,-7,12,x,103,95,0,101
CCN(c1ccc(NC(=O)COC(=O)c2ccc3ccccc3n2)cc1)C(C)C,-9,4,-5,5,99,99,29,105
CCOCCCNC(=O)c1c[nH]c2cc(C)ccc2c1=O,8,14,9,-2,104,105,11,99
O=C(Nc1ncccn1)c1ccc(C(F)(F)F)cc1,0,-4,3,0,94,98,4,108
Cc1onc(-c2ccccc2)c1CNC(=O)Nc1ccc(F)cc1F,7,1,6,8,116,101,0,97
CC(OC(=O)c1nn(C)c(=O)c2ccccc12)C(=O)NCc1ccc2c(c1)OCO2 (stereo unspecified),-1,6,-5,-8,95,100,5,102
CCN(CC)S(=O)(=O)c1ccc(S(=O)(=O)Nc2ccc(C(=O)N3CCCC3)cc2)cc1,4,-5,-8,2,97,95,2,100
O=S(=O)(N1CCCCC1)N1CCNCC1,4,-8,7,-3,107,106,-4,114
CC(C)c1ccc(OCC(=O)NCCO)cc1,4,-6,2,5,90,99,26,108
O=C(COC(=O)CCc1nc2ccccc2n1-c1ccccc1)Nc1ccc(N2CCCCC2)cc1,13,0,12,1,86,107,2,93
COc1cc(N2CCCC2)c(OC)cc1/C=C(/C#N)c1ccc(F)cc1,6,-7,1,-5,109,92,5,119
CN(CC(=O)O)C(=O)c1ccccc1,-2,-8,x,x,110,112,2,109
O=C(NCc1ccc(F)cc1)c1cc(C(=O)C2CC2)c[nH]1,3,4,16,1,101,103,42,102
O=S(=O)(Cc1ccc(Cl)cc1)N1CCCCCC1,3,5,-1,10,81,98,-14,93
COc1ccc(CCC(C)NCc2cccc(Br)c2)cc1 (stereo unspecified),4,-10,-12,-2,96,102,-2,102
CC1CN(c2ccc(S(=O)(=O)N3CCCC3)cn2)CC(C)O1 (stereo unspecified),-1,3,-6,-7,98,99,1,105

Single records, from the list above.
`CC(OC(=O)c1nn(C)c(=O)c2ccccc12)C(=O)NCc1ccc2c(c1)OCO2` (stereo unspecified) is entered as proCasp3 act = -1; procasp7 counter = 6; ZTA counter = -5; EBNA-1 inh = -8; LAP4-GFP MLPCN = 95; RPL19A-GFP yeast = 100; AHR act = 5; MEP2 TOR yeast = 102
`CN(CC(=O)O)C(=O)c1ccccc1` is entered as proCasp3 act = -2; procasp7 counter = -8; ZTA counter = x; EBNA-1 inh = x; LAP4-GFP MLPCN = 110; RPL19A-GFP yeast = 112; AHR act = 2; MEP2 TOR yeast = 109

(more compounds)
SMILES,proCasp3 act,procasp7 counter,ZTA counter,EBNA-1 inh,LAP4-GFP MLPCN,RPL19A-GFP yeast,AHR act,MEP2 TOR yeast
Cc1cc(/C=N/n2cnnc2)c(C)n1-c1ccccc1,4,-4,0,2,89,93,11,85
COCc1c(C(=O)Nc2cccc(S(=O)(=O)N3CCCCC3)c2)oc2ccccc12,0,-6,x,x,123,93,17,91
C/C(=N\NC(=O)c1ccco1)c1ccc(C(=O)O)s1,5,7,2,-4,79,102,3,94
Cc1ccc(N2CCN(C3=NC(=O)/C(=C\c4cn[nH]c4-c4ccccc4)S3)CC2)cc1,-5,-14,-6,93*,88,105,3,65
CCCCSc1nsc(NC(C)=O)n1,8,4,-12,10,82,95,3,99
Cn1c(SC/C=C/c2ccccc2)nnc1-c1ccco1,1,-5,-2,-24,119,103,-3,113
O=C(NNc1nc2cc3c(cc2s1)OCO3)c1cccc(F)c1,-18,-33,5,-3,98,102,77*,108
CC12CCC(C(=O)N3CCCc4ccccc43)(CC1=O)C2(C)C (stereo unspecified),7,-1,5,7,106,99,3,104
Cc1ccccc1NC(=O)Cc1nnc(SCC(=O)NC2CCCCC2)n1C,1,-7,-24,-6,100,95,-1,104
COc1ccc(/C=C/C=N/NC(=O)COc2ccc(OC)cc2)cc1,3,-2,0,6,100,102,7,103
CCc1[nH]nc2c1C(c1ccc(C)o1)C(C#N)=C(N)O2 (stereo unspecified),20,9,-9,-10,95,86,3,90
CC(Cc1cccs1)N(Cc1ccc(Cl)cc1)C(=O)c1ccncc1 (stereo unspecified),6,3,-4,-5,105,105,3,105
COC(=O)c1cc2c(s1)-c1ccccc1OC2,13,19,1,-2,96,103,2,102
O=C(CCN1C(=O)/C(=C/c2ccccc2F)SC1=S)N[C@@H](CO)Cc1ccccc1,-16,-7,11,-3,95,98,0,90
CNC(=O)c1ccc(-n2nc(C)cc2-c2ccccc2)cc1,0,-4,14,8,104,97,4,99
CCCC1(C(=O)OCC)NC(c2ccc(OC)cc2OC)C2C(=O)N(c3ccccc3)C(=O)C21 (stereo unspecified),4,14,10,5,92,96,0,85
CN(C)CCN(Cc1cc2cc3c(cc2[nH]c1=O)OCO3)C(=S)NCc1ccco1,0,1,14,8,106,99,15,109
CC1CCN(CCCNS(=O)(=O)c2cc(Br)cc3c2N(C(=O)C2CC2)CC3)CC1,-4,-3,9,-8,77,93,1,96
O=C(c1ccc2c(c1)OCO2)C1CCCN(C(=O)c2cnn(Cc3ccccc3)c2)C1 (stereo unspecified),5,-1,22,4,115,97,5,100
CCOc1ccc2nc(NC(=O)C(NS(=O)(=O)c3cccs3)C(C)C)sc2c1 (stereo unspecified),-2,-4,8,-4,94,102,7,102
CCCCOc1ccc(C(=O)NNC(=O)C2C3CCC(C3)C2C(=O)O)cc1 (stereo unspecified),0,-18,-12,10,109,108,16,108
COc1ccc(-c2ccnc3c(C#N)cnn23)cc1,-7,1,7,1,100,97,-4,101
Cc1ccc(N(Cc2cc(=O)[nH]c3ccccc23)C(=O)C(C)C)cc1,-2,-1,3,4,104,106,7,99
CC(=O)CCc1c(C)c2cccc(C)c2[nH]c1=O,0,0,-3,1,102,99,10,103
O=C(CSc1ccccc1)NCc1ccco1,-1,0,-2,7,97,93,-2,102
NC(=NCCc1ccc(Cl)cc1)NS(=O)(=O)c1ccccc1,5,3,-4,3,101,104,0,96
COc1cccc(CN2CC(C(=O)NCc3cnn(C)c3)CCC2=O)c1 (stereo unspecified),-3,-1,4,4,102,105,0,111
O=C(CSc1nnnn1-c1ccccc1)N1CCc2ccccc2C1,11,1,1,5,100,96,-3,87
O=C(CN1CCN(c2ccc(F)cc2)CC1)Nc1ccccc1C(=O)NCCc1ccccc1,-3,7,11,x,105,95,25,101
Cc1cccc(Nc2ccc(NCc3ccccc3)nn2)c1,-2,4,14,1,112,88,14,87
CCOc1ccc(-n2c(N)c(C(=O)NCc3ccco3)c3nc4ccccc4nc32)cc1,-13,-15,13,11,87,89,-6,89
Cc1ccc(-c2nc(CN(C)C3CCOCC3)c(C)o2)s1,-1,17,2,13,89,100,6,104
S=c1[nH]nc(-c2ccccn2)n1/N=C/c1cccs1,-3,-14,11,-8,97,99,1,96
CCCS(=O)(=O)N1CCCC(C(=O)N2CCN(c3ccccn3)CC2)C1 (stereo unspecified),2,1,9,3,105,88,0,99
Cc1oc(-c2ccc(C(F)(F)F)cc2)nc1CN(Cc1ccccn1)C[C@@H]1CCC(=O)N1,10,1,-2,2,100,103,75*,104
C=CCn1c(COc2ccccc2OC)nc2ccccc21,8,9,1,1,97,100,3,96
CS(=O)(=O)Nc1ccc2c3c(cccc13)CC2,3,12,-3,7,104,100,0,106
COc1cc(/C=N/NC(=S)Nc2cccnc2)cc(OC)c1OC,-7,0,2,2,99,100,62*,99
CCn1c(=O)n(CC)c2cc(N3CCCC3)c(NC(=O)c3ccccc3)cc21,1,-14,10,7,108,96,7,112
O=C(CCS(=O)(=O)c1ccccc1)Nc1ncc([N+](=O)[O-])s1,-5,0,5,-1,97,107,3,103
CCOc1ccc(N(C(=O)Nc2ccccc2)C2=NCCC2)cc1,-6,-7,8,7,91,108,0,89
S=C(Nc1ccc(Nc2ccccc2)cc1)NC1CCCCCC1,2,-6,3,6,98,102,-1,111
Cc1ccc(-c2noc(CCC(=O)NCc3ccc4c(c3)OCO4)n2)cc1,-2,10,0,-3,106,106,13,104
COc1ccccc1CNC(=O)c1ccc(S(=O)(=O)N(C)C)cc1,0,5,12,0,107,102,0,102
O=C(c1ccc(Cl)cc1)N1CCN(C(=O)C2CCCCC2)CC1,4,-4,7,0,119,95,-3,99
CC1NC(C)(C)Cc2c1ccc1ccccc21 (stereo unspecified),4,4,7,0,104,100,-1,102
Cc1nnc(SCC(=O)Nc2cccc(N)c2)n1-c1ccccc1,2,3,-6,-5,88,93,7,90
CC(C)OC(=O)Cn1nnc2c(cnn2-c2ccccc2)c1=O,6,5,16,-11,94,89,4,98
